High-throughput results: PubChem BioAssay, NMMLSC
RGS7-Gao reg: RGS7-Galphao binding modulators, primary screen, biochemical, multiplexed bead flow cytometry. actives lie on both sides. binding response (% of control), % at 10 µM. AID 1439, 2008. actives 0.35% (n = 220,000); in the data active = binding response below about 49% or above about 150%; inconclusive = no clear call, values can overlap the other calls; inactive = in between;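 note: fluorescent Galphao held in activated GDP-AlF4 state binding bead-coupled RGS7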
Target sequence (P09471 whole entry, looked up): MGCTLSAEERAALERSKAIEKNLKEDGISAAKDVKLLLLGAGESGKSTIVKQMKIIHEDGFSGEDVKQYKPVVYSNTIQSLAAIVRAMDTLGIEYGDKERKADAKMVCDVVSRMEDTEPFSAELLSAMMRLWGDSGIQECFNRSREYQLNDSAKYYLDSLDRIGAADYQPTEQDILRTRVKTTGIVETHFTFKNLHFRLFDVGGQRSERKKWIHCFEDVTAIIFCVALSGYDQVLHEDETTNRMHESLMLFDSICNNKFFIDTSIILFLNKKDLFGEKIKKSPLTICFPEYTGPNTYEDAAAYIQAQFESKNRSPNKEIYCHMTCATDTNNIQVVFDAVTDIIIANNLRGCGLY
ABCG2 block: ABCG2 efflux pump inhibitors, primary screen, multiplex with ABCB1, IgMXP3 cells, flow cytometry; Broad substrate specificity ATP-binding cassette transporter ABCG2 (Homo sapiens), Q9UNQ0; JC-1 efflux; inhibition, % at 6.6 µM; actives 0.1% (n = 190,000); AID 1325, 2008;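 active = inhibition above 80%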;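 note: 0% = DMSO and 100% = nicardipine control wells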
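System: two drug-resistant human cell lines, ABCG2 and ABCB1; controls: nicardipine high and DMSO low controls; times: 10 min exposure at 25 °C with rotation, no wash; detection: flow cytometry of retained JC-1 fluorescence; read-out basis: percent efflux inhibition, scaled nicardipine 100% to DMSO 0%; doses: one concentration, 6.6 µM final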
Bim-Bcl-B: inhibitors of Bim-Bcl-B binding, primary screen, biochemical, multiplexed, human Bcl-2 family; Bcl-2-like protein 10 (Homo sapiens), Q9HD36; bead-based flow cytometry, Bim peptide-Bcl-B binding; inhibition, % at 10 µM; actives 0.073% (n = 190,000); AID 951, 2007;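 note: 0% = tracer peptide without compound and 100% = reference inhibitor peptide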
Target sequence (Q9HD36 whole entry, looked up): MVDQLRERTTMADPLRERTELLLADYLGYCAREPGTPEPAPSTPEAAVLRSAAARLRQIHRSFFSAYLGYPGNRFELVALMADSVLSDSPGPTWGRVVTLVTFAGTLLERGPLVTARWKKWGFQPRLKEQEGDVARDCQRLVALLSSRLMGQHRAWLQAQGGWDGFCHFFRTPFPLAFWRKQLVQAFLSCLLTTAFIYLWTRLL
RGS4-Gao reg: modulators of RGS4 binding to Galphao, primary screen, biochemical, multiplexed bead flow cytometry. Guanine nucleotide-binding protein G(o) subunit alpha (Homo sapiens), P09471. actives lie on both sides. binding response (% of control), % at 10 µM. actives 0.33% (n = 220,000). AID 1415, 2008; in the data active = binding response below about 49% or above about 150%; inactive = in between;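 note: fluorescent Galphao activated with aluminum fluoride binding bead-coupled RGS4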
Avidin fluor: green autofluorescence of compounds with avidin beads – biophysical, 488/530 nm, flow cytometry, artefact control, profiling panel | actives 0.38% (n = 220,000) | AID 1775, 2009 | fluorescence (KMESF) at 10 µM | compound fluorescence 488/530 nm; stronger effect = higher value; in the data active = fluorescence above about 47; note: inactives centre near 10
Bim-Bcl-2: inhibitors of Bim-Bcl-2 binding, primary screen, biochemical, multiplexed, human Bcl-2 family. Bead-based flow cytometry, Bim peptide-Bcl-2 binding. inhibition, % at 10 µM. actives 0.06% (n = 190,000); in the data active = inhibition above about 40%; inconclusive = no clear call, values can overlap the other calls;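 note: 0% = no compound wells with probe peptide and 100% = reference peptide inhibitor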
Target sequence (P10415 whole entry, looked up): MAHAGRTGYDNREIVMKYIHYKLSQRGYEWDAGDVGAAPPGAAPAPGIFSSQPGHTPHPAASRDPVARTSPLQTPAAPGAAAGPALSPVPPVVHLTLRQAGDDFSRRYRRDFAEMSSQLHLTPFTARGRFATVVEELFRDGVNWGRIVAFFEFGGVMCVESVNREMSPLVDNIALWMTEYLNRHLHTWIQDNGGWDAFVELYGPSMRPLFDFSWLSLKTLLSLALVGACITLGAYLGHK
ABCB1 block: ABCB1 efflux pump inhibitors, primary screen, cell-based, multiplex, flow cytometry, ABCG2 counter-screen. CCRF-Adr cells, JC-1 efflux. inhibition, % at 6.6 µM. actives 0.067% (n = 190,000). AID 1326, 2008. ATP-dependent translocase ABCB1 (Homo sapiens), P08183; in the data active = inhibition above about 40%;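 note: 0% = vehicle and 100% = reference inhibitor; higher value means more JC-1 retained so stronger ABCB1 efflux block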
Bcl-XL Bim block: inhibitors of Bim-Bcl-XL binding, primary screen, biochemical, multiplexed, bead flow cytometry, human Bcl-XL | Bim peptide-Bcl-XL binding, fluorescence | inhibition, % at 10 µM | actives 0.04% (n = 190,000)
Target sequence (Q07817 whole entry, looked up): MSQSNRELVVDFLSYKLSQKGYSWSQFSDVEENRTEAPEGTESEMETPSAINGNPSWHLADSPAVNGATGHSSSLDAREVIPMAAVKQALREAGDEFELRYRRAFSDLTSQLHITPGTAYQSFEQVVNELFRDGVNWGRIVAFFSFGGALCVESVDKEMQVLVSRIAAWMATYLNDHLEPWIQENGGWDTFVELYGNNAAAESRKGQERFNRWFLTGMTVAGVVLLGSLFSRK
GSH fluor: compound fluorescence on glutathione beads, profiling panel, artefact control, biophysical, 488/530 nm, flow cytometry; GSH beads flow cytometry, compound fluorescence 488/530 nm; stronger effect = higher value; fluorescence (KMESF) at 10 µM; actives 0.25% (n = 190,000); AID 1776, 2009; in the data active = fluorescence above about 89;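 note: glutathione beads carrying GST-tagged Bcl family fusion proteins plus one bare bead set; values are compound well signal with DMSO vehicle wells as background; inactives centre near 16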
Bcl-W Bim block: inhibitors of Bim binding to Bcl-W, primary screen, biochemical, multiplexed, bead-based flow cytometry. Bcl-2-like protein 2 (Homo sapiens), Q92843. Bim peptide-Bcl-W binding. inhibition, % at 10 µM. actives 0.02% (n = 190,000);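 note: 0% = bound tracer without compound and 100% = peptide blocker; higher means less fluorescent Bim peptide bound to Bcl-W beads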
Bfl-1 Bim block: inhibitors of Bim binding to Bfl-1, primary screen, biochemical, multiplexed, bead-based flow cytometry; Bcl-2-related protein A1 (Homo sapiens), Q16548; Bim-Bfl-1 binding inhibition; inhibition, % at 10 µM; actives 0.12% (n = 190,000); AID 1008, 2008;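 note: 0% = wells without compound plus tracer and 100% = blocker peptide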
Starred values were filed as active, the others as inactive; ? = inconclusive; . = not tested or not shown. Cut-off read from the data, not from the text of the source, unless noted: active = inhibition above about 40%.

Results follow in this order: RGS7-Gao reg	ABCG2 block	Bim-Bcl-B	RGS4-Gao reg	Avidin fluor	Bim-Bcl-2	ABCB1 block	Bcl-XL Bim block	GSH fluor	Bcl-W Bim block	Bfl-1 Bim block
1: O=C(NCCc1ccc(Cl)cc1)C1CCC(=O)N1Cc1ccccc1Cl (stereo unspecified)
→ 86.9	1.6	0.0	87.5	32	-1.0	0.7	-2.0	13	0.0	0.0
2: Cc1ccc(C(CC(=O)N2CCOCC2)c2ccco2)cc1 (stereo unspecified)
→ 94.4	0.4	-8.0	99.1	19	-9.0	0.6	-7.0	23	0.0	-12.0
3: CCCCN(CC)C(=O)Cn1c(=O)sc2ccccc21
→ 100.5	0.5	-6.0	100.0	5	-6.0	0.0	-3.0	50	0.0	-12.0
4: Cc1nc(S(=O)(=O)Cc2ccccc2Cl)nc2c1CCC2
→ 105.4	-0.4	-1.0	100.2	5	0.0	-0.2	-2.0	20	-1.0	-2.0
5: O=C(CNC(=O)c1ccccc1)OCc1nc2ccccc2s1
→ 99.0	13.4	-11.0	102.2	7	-7.0	2.2	-9.0	16	-4.0	-14.0
6: O=C(NC1CCCCC1)/C(=N\O)c1ccccn1
→ 101.6	-1.7	-9.0	103.2	18	-8.0	-0.5	-7.0	28	-3.0	-16.0
7: CN(C(=O)COc1cc(C(F)(F)F)nn1C)c1ccccc1
→ 98.9	-1.4	-1.0	102.9	9	-3.0	-0.1	-1.0	20	-1.0	-6.0
8: Cc1ccc(Sc2nc([N+](=O)[O-])nn2C)cc1
→ 101.8	0.7	-13.0	98.9	13	-7.0	0.2	-12.0	20	-4.0	-18.0
9: Cc1cccc(/C(N)=N/OC(=O)N2CCOCC2)c1
→ 99.3	0.6	1.0	102.3	10	0.0	0.2	-1.0	22	0.0	0.0
10: O=C1c2c(O)cc(O)cc2O[C@@]12c1c(cc(O)c3c1O[C@H](c1ccc(O)cc1)[C@@H](O)C3)O[C@@H]2c1ccc(O)cc1
→ 102.3	-5.9	-4.0	102.4	10	1.0	-0.5	-2.0	15	-1.0	0.0
11: Cc1sc2ncn(CC(=O)Nc3c(F)cccc3F)c(=O)c2c1S(=O)(=O)N1CCC(C)CC1
→ 99.0	0.3	0.0	96.3	11	0.0	0.1	0.0	19	2.0	-4.0
12: CCOC(=O)C1(Cc2ccccc2C(F)(F)F)CCN(C2CCN(C(C)C)CC2)CC1
→ 91.0	2.9	-4.0	97.1	14	-2.0	1.9	-4.0	12	-1.0	-7.0
13: COC(=O)c1ccc(CSc2nc3c(c(=O)n2-c2ccccc2)SCC3)o1
→ 101.6	5.1	1.0	99.2	4	4.0	3.2	3.0	24	2.0	4.0
14: COCCN1C(=O)/C(=C/c2ccc(Oc3ccc([N+](=O)[O-])cn3)c(OC)c2)SC1=Nc1ccccc1
→ 102.3	1.1	-2.0	104.5	6	-4.0	0.5	-4.0	15	0.0	-3.0
15: CCN(CC(=O)Nc1cccc(C(C)=O)c1)S(=O)(=O)c1ccccc1
→ 94.8	2.7	-4.0	94.0	6	-4.0	0.6	-1.0	15	2.0	-2.0
16: Cc1oc(-c2ccccc2Cl)nc1CSCC(=O)N1CCCC1
→ 95.4	3.5	-9.0	97.9	10	-5.0	0.8	-4.0	34	-5.0	-6.0
17: Oc1ccc(/C=N/NC(=S)NCC2CCCO2)cc1 (stereo unspecified)
→ 106.0	12.1	-8.0	102.2	27	-5.0	1.2	1.0	24	1.0	-9.0
18: O=C(NNC(=S)Nc1ccccc1C(F)(F)F)c1cccnc1
→ 101.7	9.1	-8.0	102.7	10	-4.0	0.1	-1.0	11	0.0	-2.0
19: CC(=O)c1ccc(NC(=O)CSCC(=O)Nc2ccc3ccccc3c2)cc1
→ 101.8	15.1	-11.0	101.7	12	-10.0	0.5	-6.0	31	-4.0	-15.0
20: CC(Nn1cnnc1)c1cc(Cl)ccc1O (stereo unspecified)
→ 107.9	0.7	1.0	101.2	15	3.0	0.5	7.0	12	3.0	-5.0
21: CCC(=O)c1cccc2c1N=CC1=C(CC(C)(C)CC1=O)N2
→ 103.0	9.6	-6.0	103.7	21	-8.0	1.0	-4.0	27	-1.0	-12.0
22: Cc1ccccc1OCCC(=O)Nc1ccc(Cl)cc1F
→ 103.0	4.3	-4.0	101.4	11	-4.0	.	-4.0	12	-2.0	-3.0
23: Cc1noc(C)c1COc1ccc(C(=O)OCC(=O)N2CC(=O)Nc3ccccc32)cc1
→ 99.0	3.5	-4.0	105.0	23	-3.0	1.1	-6.0	20	-3.0	-4.0
24: COc1cc(C(=S)N2CCCCC2)ccc1O
→ 108.4	2.8	-21.0	94.2	9	-4.0	0.5	3.0	48	4.0	-5.0
25: Brc1ccc(-c2nnc3sc(CNCc4ccc5c(c4)OCO5)cn23)cc1
→ 98.6	2.4	-5.0	97.6	7	-5.0	1.0	-5.0	13	1.0	-9.0
26: CC1=C(C#N)c2nc(N)c(C#N)c(C)c2/C1=C\c1ccc(C)cc1
→ 110.8	4.0	1.0	113.9	31	0.0	1.6	0.0	12	-2.0	1.0
27: CCCC(C)C(=O)Nc1ccc(S(=O)(=O)Nc2nccs2)cc1 (stereo unspecified)
→ 99.2	3.7	-4.0	99.8	22	-3.0	0.3	-2.0	12	-6.0	-4.0
28: CSCCCNC(=S)N1CCN(c2ccc(C(C)=O)cc2)CC1
→ 96.2	37.4	-12.0	102.5	9	0.0	-0.8	2.0	14	5.0	0.0
29: S=C(Nc1ccc2nccnc2c1)N1CCOCC1
→ 100.8	1.2	-4.0	102.7	9	-1.0	0.1	0.0	8	0.0	-2.0
30: Cc1ccccc1OCC(O)Cn1c(Br)nc2c1c(=O)[nH]c(=O)n2C (stereo unspecified)
→ 97.3	2.8	-4.0	97.2	25	-4.0	0.2	-5.0	63	-2.0	-9.0
31: CCN(CC)S(=O)(=O)c1cc(NC(=O)c2n[nH]c(=O)c3ccccc23)ccc1C
→ ?	6.6	0.0	105.8	13	0.0	0.8	-1.0	11	0.0	-4.0
32: Cc1[nH]c2ccccc2c1Cc1nnc(SCC(=O)NCc2ccco2)o1
→ 101.2	1.1	-5.0	99.9	8	-6.0	0.1	-2.0	26	2.0	0.0
33: O=C(O)C1C2C=CC(C3CC23)C1C(=O)N1CCc2ccccc21 (stereo unspecified)
→ 88.3	0.7	0.0	88.6	34	-2.0	0.1	1.0	19	1.0	-2.0
34: CCCC(c1nnnn1C(C)(C)C)N1CCN(Cc2ccccc2)CC1 (stereo unspecified)
→ 99.4	4.8	-7.0	102.8	12	-5.0	0.9	-4.0	14	-4.0	-7.0
35: COc1ccc(-n2c(Cc3cccn3C)nnc2SCC(=O)N2CCCC2)cc1
→ 96.3	8.6	-6.0	97.0	24	-8.0	1.5	-6.0	14	-3.0	-5.0
36: Cc1cc(C)nc(NC(=O)c2ccc(OC(C)C)cc2)n1
→ 100.3	2.8	-3.0	103.2	6	-4.0	0.5	-7.0	5	0.0	-2.0
37: O=C(C1CCCO1)N(c1cccc(Cl)c1)C1C=CS(=O)(=O)C1 (stereo unspecified)
→ 97.6	3.4	2.0	96.7	9	-2.0	2.7	3.0	34	2.0	1.0
38: CCCN(CCC)C(C(=O)Nc1cccc(OC)c1)c1ccccc1 (stereo unspecified)
→ 94.8	3.8	-4.0	96.8	38	0.0	1.0	-2.0	24	-3.0	0.0
39: COC(=O)CNC(=O)C(NC(=O)c1ccc(Cl)cc1)C(C)C (stereo unspecified)
→ 102.0	0.0	-3.0	100.7	8	-3.0	0.0	2.0	4	-2.0	-9.0
40: Cc1ccccc1OCc1nc2ccccc2c(=O)n1N
→ 101.1	28.7	-12.0	102.3	16	-4.0	2.9	-9.0	36	-2.0	-15.0

Brought forward from above: three compounds; new compounds follow.
Results follow in this order: RGS7-Gao reg	ABCG2 block	Bim-Bcl-B	RGS4-Gao reg	Avidin fluor	Bim-Bcl-2	ABCB1 block	Bcl-XL Bim block	GSH fluor	Bcl-W Bim block	Bfl-1 Bim block
38: CCCN(CCC)C(C(=O)Nc1cccc(OC)c1)c1ccccc1 (stereo unspecified)
→ 94.8	3.8	-4.0	96.8	38	0.0	1.0	-2.0	24	-3.0	0.0
39: COC(=O)CNC(=O)C(NC(=O)c1ccc(Cl)cc1)C(C)C (stereo unspecified)
→ 102.0	0.0	-3.0	100.7	8	-3.0	0.0	2.0	4	-2.0	-9.0
40: Cc1ccccc1OCc1nc2ccccc2c(=O)n1N
→ 101.1	28.7	-12.0	102.3	16	-4.0	2.9	-9.0	36	-2.0	-15.0
41: O=C(CCC(=O)OCC(=O)c1ccc(Br)cc1)Nc1cccc2cccnc12
→ 98.8	0.2	-4.0	97.3	12	-3.0	0.1	-3.0	26	-3.0	-2.0
42: Cc1ccc(CSCCNC(=O)CCSc2ccccc2)cc1
→ 99.9	2.4	-12.0	94.7	9	-14.0	0.3	-18.0	31	-1.0	-12.0
43: Cc1ccc(NS(=O)(=O)c2ccc(C)c(C(=O)N3CCN(C)CC3)c2)cc1
→ 80.3	0.1	-3.0	69.4	3	2.0	0.0	-5.0	4	1.0	10.0
44: O=C(Cc1csc(Nc2nc(=S)[nH]c3ccccc23)n1)NCc1ccccc1Cl
→ 107.6	1.7	0.0	101.4	17	0.0	0.4	-2.0	20	-4.0	0.0
45: CCC(=O)Nc1ccc2c(c1)ncn2-c1ccc(OC)cc1
→ 101.2	3.0	-6.0	95.5	23	-10.0	0.3	-4.0	19	-5.0	3.0
46: N#Cc1ccccc1Sc1ccccc1C(=O)OCC(N)=O
→ ?	1.6	-6.0	103.8	13	-5.0	0.5	0.0	12	-1.0	-5.0
47: O=C(Nc1ccc(Cl)c(Cl)c1)Nc1nc(-c2ccccc2)cs1
→ 101.4	11.6	-9.0	99.3	25	-6.0	-1.4	-5.0	11	-3.0	-4.0
48: CC(NC(=O)N(Cc1ccccc1)Cc1ccc2c(c1)OCO2)(C(F)(F)F)C(F)(F)F
→ 95.3	6.8	0.0	94.6	9	-2.0	0.8	-1.0	30	-2.0	-3.0
49: COc1ccc(CNC(=S)Nc2ccccc2-c2ccccc2)cc1
→ ?	2.2	0.0	96.4	9	-2.0	0.5	0.0	12	-3.0	4.0
50: CCOC(=O)N1CCC(NC(=O)C(Cc2ccccc2)NC(=O)c2ccco2)CC1 (stereo unspecified)
→ 99.6	1.5	-7.0	97.2	5	-6.0	0.3	-9.0	29	-5.0	-13.0
51: CCOCCCN1CN(S(=O)(=O)c2ccc(Cl)cc2)c2nc3ccccc3nc21
→ 104.3	8.2	-2.0	101.4	17	1.0	2.5	-5.0	9	1.0	0.0
52: COC(=O)c1sc(NC(=O)c2cc(-c3ccccc3)nc3ccccc23)c(C#N)c1C
→ 88.9	3.6	0.0	81.0	1	0.0	0.9	10.0	41	2.0	2.0
